TRHR enhancer = TRH receptor (human) allosteric enhancement | enhancement, % at 2 µM | TRHR cells, fluo-8 calcium fluorescence, EC20 TRH enhancement | actives 0.66% (n = 360,000) | AID 493056; in the data active means enhancement above about 30%; further: 0% is about no effect
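TRHR-expressing cells loaded with fluo-8 calcium dye were read kinetically (ex 480/em 530) during compound addition, then stimulated with an EC20 of TRH (10 nM final). Enhancement of the Gq-mediated intracellular calcium response was scored.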
D2 agonist = activates the human D2 dopamine receptor; P14416; HEK293 T-REx D2 cells, calcium flux agonist mode; activation, % at 2 µM; actives 0.53% (n = 340,000);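 active means activation over 3 SD above normal in the single-dose calcium agonist read, cut at about 30% in these data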; further: 0% is about no effect
Target sequence (P14416 whole entry, looked up): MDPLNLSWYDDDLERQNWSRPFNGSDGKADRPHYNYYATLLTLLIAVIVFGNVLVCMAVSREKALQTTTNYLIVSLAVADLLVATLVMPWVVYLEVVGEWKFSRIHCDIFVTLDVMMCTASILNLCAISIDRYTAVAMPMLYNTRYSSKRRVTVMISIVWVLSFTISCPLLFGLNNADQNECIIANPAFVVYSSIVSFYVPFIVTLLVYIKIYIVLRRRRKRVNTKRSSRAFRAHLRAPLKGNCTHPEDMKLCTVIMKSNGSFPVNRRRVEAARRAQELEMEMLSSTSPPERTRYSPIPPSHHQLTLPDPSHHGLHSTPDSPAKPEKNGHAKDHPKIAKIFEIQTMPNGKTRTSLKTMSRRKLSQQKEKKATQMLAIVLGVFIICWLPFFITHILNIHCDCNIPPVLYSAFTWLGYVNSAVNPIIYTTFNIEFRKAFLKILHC
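Tetracycline-induced HEK293 Trex cells with D2 receptor force-coupled to calcium signaling, plated overnight at 30 C and loaded with no-wash calcium dye. Calcium flux read kinetically for 180 s after compound addition; responses flag agonists.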
D2 PAM = positively modulates the human D2 dopamine receptor allosterically. potentiation, % at 10 µM. HEK293 T-REx D2, calcium flux, EC20 dopamine potentiation. AID 485347. P14416. actives 0.34% (n = 340,000);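 active means potentiation over 3 SD above the plate norm, cut at about 30% in these data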; further: 0% is about no effect
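Potentiation of an EC20 dopamine calcium response is measured in a force-coupled, tetracycline-inducible Hek293 Trex D2 line. Compound-only kinetic reads over 180 s flag agonists before dopamine addition.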
D1 antagonist = blocks dopamine activation of the human D1 receptor; P21728; HEK293 TREx D1 cells, calcium flux, dopamine EC80; active compounds read low; activity change, negative = inhibition, % at 10 µM; actives 3.2% (n = 360,000); in the data active means activity change below about -30%; further: on the % scale 0 is the no-effect control and ±100 the full control effect
Target sequence (P21728 whole entry, looked up): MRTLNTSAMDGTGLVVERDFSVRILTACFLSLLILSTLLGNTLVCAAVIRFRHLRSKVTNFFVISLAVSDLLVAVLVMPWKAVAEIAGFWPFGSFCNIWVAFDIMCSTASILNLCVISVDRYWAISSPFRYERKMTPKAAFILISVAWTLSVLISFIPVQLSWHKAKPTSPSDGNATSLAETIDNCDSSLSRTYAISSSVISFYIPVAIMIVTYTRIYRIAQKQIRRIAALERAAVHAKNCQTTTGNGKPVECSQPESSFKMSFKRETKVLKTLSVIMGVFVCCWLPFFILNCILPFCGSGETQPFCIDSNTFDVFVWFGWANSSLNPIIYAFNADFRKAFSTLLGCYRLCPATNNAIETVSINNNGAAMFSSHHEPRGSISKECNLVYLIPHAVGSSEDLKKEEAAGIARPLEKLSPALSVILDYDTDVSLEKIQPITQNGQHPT
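Compound effects on dopamine-evoked calcium signalling were measured in tetracycline-induced HEK293 Trex D1 cells. Dopamine at EC80 followed a 180 s compound pre-read, and fluorescence was tracked kinetically for 180 s more.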
D1 ag = activates the human D1 dopamine receptor; actives 1% (n = 360,000); HEK293 T-REx D1 cells, calcium flux, agonist mode; activation, % at 2 µM; P21728; further: 0% is about no effect
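Tetracycline-induced HEK293 TREx D1 cells, force-coupled to calcium signalling, were dye-loaded with a no-wash calcium kit. Compound was pin-added after a 10 s baseline. Fluorescence was read kinetically at 1 cycle/s for 180 s, with calcium rises flagged as agonism.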
TRHR agonist = TRH receptor (human) agonism. actives 0.18% (n = 360,000). P34981. activation, % at 2 µM. AID 493084. TRHR cells, calcium flux fluo-8, FDSS agonist mode; further: 0% is about no effect
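TRHR-expressing cells, plated overnight in medium with 10% serum, were loaded with fluo-8 calcium dye at room temperature. After a 10 s baseline, library compound was pin-added and calcium release was recorded kinetically (ex 480/em 530) as agonist response.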
D2 antag = D2 dopamine receptor (human) antagonism; P14416; HEK293 TREx D2 cells, calcium flux, dopamine EC80; inhibition, % at 10 µM; actives 2% (n = 340,000); in the data active means inhibition above about 30%; further: 0% is about no effect
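Calcium flux kinetic readout in an inducible HEK293 TREx D2 line plated overnight at 30 C. After 180 s compound exposure, an EC80 dopamine challenge follows with another 180 s kinetic read to detect antagonism.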
RXFP1 antag = blocks the human relaxin receptor RXFP1 | actives 0.59% (n = 350,000) | activity change, negative = inhibition, % at 57.5 µM | Q9HBX9 | AID 1259400 | HEK293-RXFP1, relaxin-stimulated cAMP HTRF, 30 min; active compounds read low;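 active means activity change of -60% or lower, but not beyond a set lower limit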; further: on the % scale 0 is the no-effect control and ±100 the full control effect
D1 potentiator = enhances dopamine response at the human D1 receptor; HEK293 TREx D1 cells, calcium flux, dopamine EC20 potentiation; potentiation, % at 10 µM; actives 0.036% (n = 360,000); AID 504651; in the data active means potentiation above about 30%; further: 0% is about no effect
* hit, by the source's call; · = no result given; & = joins results of further samples. Unless noted, no stated cut-off is given here; in the data, active means activation above about 30%; inactive means the rest. Rows were taken by chance; overall some 7.1% were active at least once.

SMILES	TRHR enhancer	D2 agonist	D2 PAM	D1 antagonist	D1 ag	TRHR agonist	D2 antag	RXFP1 antag	D1 potentiator
Clc1ccc(-c2noc3ncnc(NCCc4ccccc4)c23)cc1	8	-0.4	6	-8	7	0.6	·	·	2
COc1cccc(NC(=O)c2oc3ccccc3c2NC(=O)c2ccc(F)c(F)c2)c1	3	0.6	-3	-18	8	1.2	·	-9	-3
CCOc1ccccc1NC(=O)CN1C(=O)COc2ccc(S(=O)(=O)Nc3ccccc3)cc21	-35	·	·	-4	5	0.7	·	·	0
CCCS(=O)(=O)c1cn2cccc(N)c2c1S(=O)(=O)CCC	0	-0.3	-2	10	4	0.4	12	7	-2
O=C(Cn1nnc(-c2ccc(S(=O)(=O)N3CCCC3)cc2)n1)NCC1CCCO1 (stereo not drawn)	6	-1.2	10	-3	4	0.5	10	-13	-2
Cc1ccc(NC(=O)/C(Cl)=C/c2ccccc2)cc1C	-6	-4.0	-10	5	11	0.4	-9	-12	0
O=C(Nc1cc(Cl)ccc1Cl)N1CCCC1	-3	0.8	-6	-8	0	-0.4	11	-5	2
Cc1cc(C)n(-c2nc3ccccc3nc2N2CCN(c3cccc(C)c3C)CC2)n1	-2	0.8	6	1	-1	0.9	·	-7	0
CCOC(=O)c1cc2c(nc1NC(=S)NCc1ccccc1)CCCC2	0	·	·	-12	1	-0.7	·	-3	-2
CCc1ccccc1N(CC(=O)N1CCc2ccccc2C1)S(C)(=O)=O	-8	0.8	-9	2	3	0.6	-12	-1	-3
Cc1[nH]c2ccccc2c1C(=O)CSc1ccccc1	2	-0.5	5	-21	0	-1.0	15	-12	-9
O=[N+]([O-])c1cccc(/C=N/Nc2cc(Cl)nc(-c3ccccc3)n2)c1	2	1.1	-10	-7	9	1.1	1	-5	-5
CCNC(=O)COC(=O)c1cc(-c2ccc(OC)cc2)nc2ccccc12	-14	0.4	-5	16	0	-0.1	-15	20	-4
CCn1c(SCC(=O)Nc2ccc(N3CCOCC3)cc2)nnc1C1CC1	2	2.6	-9	5	2	0.0	-10	-20	4
CC(C)C(=O)Nc1ccc(C(=O)N/N=C/C2CC3C=CC2C3)cc1 (stereo not drawn)	-1	0.6	-1	5	2	0.4	8	12	-2
CC(C(=O)c1ccc(-c2ccccc2)cc1)[n+]1cccc(Br)c1 (stereo not drawn)	10	·	9	-2	1	-0.3	·	-14	-4
Cc1cc(C)n2cc(CSc3nnnn3-c3ccccc3C)nc2n1	-10	·	·	11	5	0.1	·	-8	-5
Cc1ccc(S(=O)(=O)N(CC#N)CC#N)cc1	5	-0.3	15	-5	2	-1.1	22	-7	-6
CCCC(C(=O)NC1CCCC1)N(CC1CCCO1)C(=O)CNS(=O)(=O)c1ccc(F)cc1 (stereo not drawn)	-8	0.2	-4	8	1	-0.3	32*	12	-2
COc1ccccc1CNC(=O)COc1ccccc1C	-1	0.0	1	6	2	-1.4	22	-1	-3
O=C(O)CC(CC(=O)NCC(O)c1ccccc1)c1ccccc1 (stereo not drawn)	-6	0.7	-10	24	1	0.0	7	16	0
COC(=O)c1ccc(N2C(=O)CC(NCc3ccccc3)C2=O)cc1 (stereo not drawn)	-10	-0.5	-6	-16	0	0.5	-22	-1	-6
c1ccc(Oc2ccc(-c3ccnc4ncnn34)cc2)cc1	48*	-2.0	-4	1	3	-1.9	-5	-18	1
CC(=O)c1ccc(OCCCC(=O)Nc2cccc(-c3nn[nH]n3)c2)cc1	19	-0.3	1	3	5	0.1	-25	14	0
COc1cccc(CNC(=O)CCCn2c(=O)c3cccn3c3ccc(F)cc32)c1OC	2	3.0	-4	12	2	0.2	·	-12	-1
COc1ccc(N=C2C(=O)N3CCCc4cccc2c43)cc1	-3	0.1	6	-2	1	-0.3	-18	-7	-1
N#Cc1cc(-c2ccccc2)oc1NC(=O)c1ccco1	4	0.0	-13	-3	0	-0.5	17	-4	-1
N#Cc1c(-n2ncnc2-c2cccc(Br)c2)sc2c1CCCCC2	-3	1.9	0	4	-1	-0.4	·	-1	1
CSc1ccc(Cl)c(C(=O)OCC(=O)NCC(C)C)c1	5	-0.5	-2	-1	-1	0.6	7	-6	-3
Cc1ccc(NC(=O)c2ccc(CN3CC(=O)N4CCCCC4C3=O)cc2)c(C)c1 (stereo not drawn)	5&0	-0.5	-1&3	2&0	-1&0	0.9&-0.3	18	-1&-2	-1&0
c1ccn2cc(CSc3nnc4ccccn34)nc2c1	2	1.1	10	-13	2	-0.4	-3	-12	-9
CCOC(=O)C1CCN(C2CCN(C(=O)c3oc4c(C)c(C)ccc4c3C)CC2)CC1	7	0.5	-3	1	0	-1.1	-14	-9	-10
CCCCCn1c(CCCNC(=O)CC)nc2ccccc21	-1	-0.1	-6	6	1	-0.3	6	2	2
CCc1ccc(-n2ccc(=O)c(C(=O)O)n2)cc1	1	1.4	-4	-7	1	-0.4	-7	2	1
CCCc1cc(=O)oc2cc(OC(=O)CN3C(=O)NC4(CCCC4)C3=O)ccc12	-1	1.8	15	25	-1	0.5	5	2	-1
Cc1cccc(NC(=O)C2CCN(S(=O)(=O)c3c(C)[nH]c(=O)[nH]c3=O)CC2)c1	0	0.4	16	20	3	-0.2	10	7	1
Cc1ccc(S(=O)(=O)N(Cc2cc3cc4c(cc3[nH]c2=O)OCCO4)CC2CCCO2)cc1 (stereo not drawn)	4	-0.3	-3	-15	1	-0.6	-2	-9	0
Cc1cc(C)n(C(=O)/C(C#N)=N\Nc2ccccc2[N+](=O)[O-])n1	2	1.3	2	-7	0	0.4	-1	-12	1
CC(N=C(NC#N)Nc1ccncc1)C(C)(C)C (stereo not drawn)	-7	·	·	-9	2	0.6	·	-20	-2
O=C(CC1Sc2ccccc2NC1=O)Nc1cccc(C(F)(F)F)c1 (stereo not drawn)	-8	-0.1	-12	-5	4	0.8	·	·	-1
O=C(CSc1nc2c([nH]c3ccccc32)c(=O)n1-c1ccccc1)c1ccc(Cl)cc1	-2	2.3	0	-15	-1	0.4	·	2	0
CC(C)c1nc2oc3c(=O)[nH]cnc3c2c2c1COC(C)(C)C2	1	0.6	14	-3	2	0.3	-5	6	0
CCn1c(=O)n(CC)c2cc(S(=O)(=O)NCCOc3ccccc3)c(C)cc21	6	-0.5	10	6	0	-0.8	-10	6	-1
O=C(CSc1nncn1-c1ccccc1)Nc1cc(Cl)cc(Cl)c1	0	0.5	-2	6	6	1.1	9	-15	-4
Cc1c(N2C(=O)SC(CC(=O)O)C2=O)c(=O)n(-c2ccccc2)n1C (stereo not drawn)	-4	1.8	2	-22	3	0.4	-8	0	-11
O=C(Nc1ccc(Cl)cn1)c1cccc(S(=O)(=O)N2CCOCC2)c1	-3	0.3	-3	·	0	-0.6	-12	-7	-3
NC(=O)c1cc(C(=O)c2cccc(Cl)c2Cl)c[nH]1	-5	1.5	9	-10	5	0.6	0	3	-4
Cc1ccc(-n2cc(CNCCc3cscn3)c(-c3ccc(F)cc3)n2)cc1	7	0.7	-14	29	12	5.4	-21	-13	-3

Structures from the list above with an aryl methoxy group (five):
SMILES	TRHR enhancer	D2 agonist	D2 PAM	D1 antagonist	D1 ag	TRHR agonist	D2 antag	RXFP1 antag	D1 potentiator
COc1cccc(NC(=O)c2oc3ccccc3c2NC(=O)c2ccc(F)c(F)c2)c1	3	0.6	-3	-18	8	1.2	·	-9	-3
CCNC(=O)COC(=O)c1cc(-c2ccc(OC)cc2)nc2ccccc12	-14	0.4	-5	16	0	-0.1	-15	20	-4
COc1ccccc1CNC(=O)COc1ccccc1C	-1	0.0	1	6	2	-1.4	22	-1	-3
COc1cccc(CNC(=O)CCCn2c(=O)c3cccn3c3ccc(F)cc32)c1OC	2	3.0	-4	12	2	0.2	·	-12	-1
COc1ccc(N=C2C(=O)N3CCCc4cccc2c43)cc1	-3	0.1	6	-2	1	-0.3	-18	-7	-1

Part of the list above, field by field.
O=C(Nc1cc(Cl)ccc1Cl)N1CCCC1
  TRHR enhancer: -3 | D2 agonist: 0.8 | D2 PAM: -6 | D1 antagonist: -8 | D1 ag: 0 | TRHR agonist: -0.4 | D2 antag: 11 | RXFP1 antag: -5 | D1 potentiator: 2
Cc1cc(C)n(-c2nc3ccccc3nc2N2CCN(c3cccc(C)c3C)CC2)n1
  TRHR enhancer: -2 | D2 agonist: 0.8 | D2 PAM: 6 | D1 antagonist: 1 | D1 ag: -1 | TRHR agonist: 0.9 | D2 antag: · | RXFP1 antag: -7 | D1 potentiator: 0

Following part
SMILES	TRHR enhancer	D2 agonist	D2 PAM	D1 antagonist	D1 ag	TRHR agonist	D2 antag	RXFP1 antag	D1 potentiator
FC(F)(F)c1ccc(Oc2ccccc2Cl)nc1	5	1.8	8	4	2	1.6	7	1	0
CSc1nc2ccc(NC(=O)c3nn(C(C)C)c(=O)c4ccccc34)cc2s1	-2	-1.6	-3	22	2	-0.5	-7	-1	17
O=C(CN(c1ccc(Cl)cc1)S(=O)(=O)c1ccc(Cl)c([N+](=O)[O-])c1)NCCc1ccccc1	-8	1.5	-6	17	1	0.3	4	-16	-9
O=C(COC(=O)c1cc(S(=O)(=O)N2CCOCC2)ccc1F)NC1CCCCC1	4	0.4	2	-20	0	0.3	-4	5	0

Entries of single compounds from above. Screens in order: TRHR enhancer | D2 agonist | D2 PAM | D1 antagonist | D1 ag | TRHR agonist | D2 antag | RXFP1 antag | D1 potentiator
Record of Cc1ccc(-n2cc(CNCCc3cscn3)c(-c3ccc(F)cc3)n2)cc1 = 7 | 0.7 | -14 | 29 | 12 | 5.4 | -21 | -13 | -3
Record of CCCc1cc(=O)oc2cc(OC(=O)CN3C(=O)NC4(CCCC4)C3=O)ccc12 = -1 | 1.8 | 15 | 25 | -1 | 0.5 | 5 | 2 | -1
Record of O=C(Cn1nnc(-c2ccc(S(=O)(=O)N3CCCC3)cc2)n1)NCC1CCCO1 (stereo not drawn) = 6 | -1.2 | 10 | -3 | 4 | 0.5 | 10 | -13 | -2
Record of CCn1c(SCC(=O)Nc2ccc(N3CCOCC3)cc2)nnc1C1CC1 = 2 | 2.6 | -9 | 5 | 2 | 0.0 | -10 | -20 | 4
Record of O=C(CSc1nncn1-c1ccccc1)Nc1cc(Cl)cc(Cl)c1 = 0 | 0.5 | -2 | 6 | 6 | 1.1 | 9 | -15 | -4

Source: PubChem BioAssay
